# Screening results (PubChem)
# D2 potentiator: HTS Assay for Positive Allosteric Modulators of the Human D2 Dopamine Receptor: Primary Screen for Potentiators | HEK293 T-REx D2, calcium flux, EC20 dopamine potentiation | D(2) dopamine receptor (Homo sapiens), P14416 | potentiation, % at 10 µM | 0.34% of 340,000 active;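 active means potentiation over 3 SD above the plate norm, cut at about 30% in these data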; further: 0% is about no effect
#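 Potentiation of an EC20 dopamine calcium response measured kinetically over 180 s, after a preceding 180 s compound-only read flagging agonists. Cells: inducible Hek293 Trex D2 line, 4000/well, cultured overnight at 30 C before dye loading.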
# D2 ag: HTS Assay for Allosteric Agonists of the Human D2 Dopamine Receptor: Primary Screen for Agonists | HEK293 T-REx D2 cells, calcium flux agonist mode | activation, % at 2 µM | 0.53% of 340,000 active | AID 485358, 2010;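 active means activation over 3 SD above normal in the single-dose calcium agonist read, cut at about 30% in these data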; further: 0% is about no effect
#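 HEK293 Trex D2 cells, tetracycline-induced, o/n 30 C 5% CO2; no-wash Ca dye, RT 30–90 min; 10-cycle baseline, 23 nl cpd added, kinetic Ca read 180 s; agonist hits = positive Ca response.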
# D1 PAM: Potentiators of Human D1 Dopamine Receptor: qHTS. potentiation, % at 10 µM. HEK293 TREx D1 cells, calcium flux, dopamine EC20 potentiation. 0.036% of 360,000 active. AID 504651, 2011; in the data active means potentiation above about 30%; further: 0% is about no effect
# D1 antagonist: Antagonist of Human D 1 Dopamine Receptor: qHTS; D(1A) dopamine receptor (Homo sapiens), P21728; HEK293 TREx D1 cells, calcium flux, dopamine EC80; active compounds read low; activity change, negative = inhibition, % at 10 µM; 3.2% of 360,000 active; AID 504652, 2011; in the data active means activity change below about -30%; further: on the % scale 0 is the no-effect control and ±100 the full control effect
#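 After overnight tetracycline induction at 30 C, force-coupled D1 HEK293 cells took up a no-wash calcium dye at room temperature. Compounds were added and monitored 180 s, and the response to EC80 dopamine was then recorded.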
# D2 antag: HTS Assay for Allosteric Antagonists of the Human D2 Dopamine Receptor: Primary Screen for Antagonists | D(2) dopamine receptor (Homo sapiens), P14416 | HEK293 TREx D2 cells, calcium flux, dopamine EC80 | inhibition, % at 10 µM | 2% of 340,000 active | AID 485344, 2010; in the data active means inhibition above about 30%; further: 0% is about no effect
#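 In this primary screen, negative modulation is detected by tracking calcium flux after an EC80 dopamine challenge in inducible HEK293 T-REx D2 cells preexposed to test compound for 180 s.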
# D1 agonist: Allosteric Agonists of the Human D1 Dopamine Receptor: qHTS; activation, % at 2 µM; HEK293 T-REx D1 cells, calcium flux, agonist mode; 1% of 360,000 active; further: 0% is about no effect
#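 Tetracycline-induced HEK293 TREx D1 cells, force-coupled to calcium signalling, were dye-loaded with a no-wash calcium kit. Compound was pin-added after a 10 s baseline. Fluorescence was read kinetically at 1 cycle/s for 180 s, with calcium rises flagged as agonism.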
# RXFP1 antag: qHTS Assay for Antagonists of the Relaxin Receptor RXFP1; Relaxin receptor 1 (Homo sapiens), Q9HBX9; HEK293-RXFP1, relaxin-stimulated cAMP HTRF, 30 min; active compounds read low; activity change, negative = inhibition, % at 57.5 µM; 0.59% of 350,000 active; AID 1259400, 2018;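 active means activity change of -60% or lower, but not beyond a set lower limit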; further: on the % scale 0 is the no-effect control and ±100 the full control effect
# Target sequence (Q9HBX9 whole entry, looked up): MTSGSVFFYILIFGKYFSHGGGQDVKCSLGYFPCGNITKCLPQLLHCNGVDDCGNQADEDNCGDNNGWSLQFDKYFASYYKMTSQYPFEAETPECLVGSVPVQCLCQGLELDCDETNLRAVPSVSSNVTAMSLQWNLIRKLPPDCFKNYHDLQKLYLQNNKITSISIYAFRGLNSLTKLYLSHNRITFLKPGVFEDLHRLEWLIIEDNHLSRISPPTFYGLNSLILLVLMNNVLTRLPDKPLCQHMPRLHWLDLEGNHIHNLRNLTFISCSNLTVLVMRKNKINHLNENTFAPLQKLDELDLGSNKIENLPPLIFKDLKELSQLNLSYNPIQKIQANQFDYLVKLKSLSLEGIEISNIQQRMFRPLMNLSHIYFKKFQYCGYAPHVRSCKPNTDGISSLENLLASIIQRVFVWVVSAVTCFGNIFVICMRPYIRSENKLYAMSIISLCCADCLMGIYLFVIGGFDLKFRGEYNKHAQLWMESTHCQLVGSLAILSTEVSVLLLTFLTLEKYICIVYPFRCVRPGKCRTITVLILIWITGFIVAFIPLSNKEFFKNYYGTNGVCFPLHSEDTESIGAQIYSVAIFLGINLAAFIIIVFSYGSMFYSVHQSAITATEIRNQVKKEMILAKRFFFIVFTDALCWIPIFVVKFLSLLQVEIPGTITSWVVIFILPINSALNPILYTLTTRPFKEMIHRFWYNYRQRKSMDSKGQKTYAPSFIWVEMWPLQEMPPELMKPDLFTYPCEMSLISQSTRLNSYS
# TRHR enhancer: qHTS for Small Molecule Agonists and Allosteric Enhancers of Human TRH Receptor: Primary Screen for Enhancers. TRHR cells, fluo-8 calcium fluorescence, EC20 TRH enhancement. enhancement, % at 2 µM. 0.66% of 360,000 active; in the data active means enhancement above about 30%; further: 0% is about no effect
#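 TRHR-expressing cells loaded with fluo-8 calcium dye were read kinetically (ex 480/em 530) during compound addition, then stimulated with an EC20 of TRH (10 nM final). Enhancement of the Gq-mediated intracellular calcium response was scored.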
# TRHR agonist: qHTS for Small Molecule Agonists and Allosteric Enhancers of Human TRH Receptor: Primary Screen for Agonists; AID 493084, 2011; TRHR cells, calcium flux fluo-8, FDSS agonist mode; Thyrotropin-releasing hormone receptor (Homo sapiens), P34981; activation, % at 2 µM; 0.18% of 360,000 active; further: 0% is about no effect
#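 In this calcium-flux screen, cells bearing human TRHR are dye-loaded with fluo-8, baselined for 10 cycles, then exposed to library compounds; positive kinetic calcium responses during the agonist phase mark hits, with TRH as control.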
# The depositor's hits bear a star; x = no result given; & = joins results of further samples. Unless noted, no stated cut-off is given here; in the data, active means activation above about 30%; inactive means the rest.
SMILES,D2 potentiator,D2 ag,D1 PAM,D1 antagonist,D2 antag,D1 agonist,RXFP1 antag,TRHR enhancer,TRHR agonist
COc1ccc(S(=O)(=O)N2CCCCC2)cc1C(=O)NC1CCS(=O)(=O)C1 (stereo not drawn),-13,2.1,0,8,x,1,-9&17,2,0.6
CS(=O)(=O)N(CC(=O)N1CCCCCC1)c1cccc(F)c1,2,1.0,1,7,-1,0,-33,-6,0.3
CCC(=NCc1ccccc1)c1c(C(F)(F)F)[nH]n(-c2nc3ccccc3s2)c1=O,6,-0.4,0,12,18,1,-14,-11,0.0
Cc1ccc(CCNC(=O)c2sc3ncccc3c2-n2c(C)ccc2C)cc1,10,-1.6,0,9,x,9,-27,-6,-0.4
CCN(CC)CC(=O)Nc1ccc(-c2ccc(NC(=O)CN(CC)CC)c(OC)c2)cc1OC,-4,0.0,-4,-20,-2,0,2,-7,0.1
CC(C(=O)Nc1ccc(C#N)cc1)N(C)Cc1cccs1 (stereo not drawn),7,-0.3,x,-14,-7,7,-15,0,-2.7
O=C(NCC(=O)N(CC1CCCO1)C(C(=O)NC1CCCCC1)c1ccccc1)c1cccs1 (stereo not drawn),-5,0.4,2,16,7,-2,-8,-4,1.7
COc1cc(C(=O)Nc2nc(C)c(Cc3ccc4c(c3)OCO4)s2)cc(OC)c1OC,-11,-0.3,-2,23,40*,6,-5,4,0.4
Cc1cccc(NC(=S)NCCc2ccc3c(c2)OCCO3)c1C,4,0.9,-6,-46*,-1,4,-10,1,-1.2
CCc1cc2c(C)ccc(C)c2nc1SCC(=O)Nc1c[nH]c(=O)[nH]c1=O,4,3.0,1,-7,12,3,-9,4,0.2
CC(CC1CC(C)(C)OC1=O)C(=O)Nc1nncs1 (stereo not drawn),9,1.6,3,4,-2,-1,3,3,0.2
Cc1c(C(=O)N2CCOCC2)c(S(=O)(=O)Nc2ccc(OC(F)(F)F)cc2)c(C)n1C,11,-0.1,5,1,2,1,10,9,-0.3
CCc1ccc(C(=O)c2cn(CC(=O)Nc3ccc(F)cc3)c3ccc(OC)cc3c2=O)cc1,-15,0.7,1,11,x,4,x,6,2.1
COC(=O)c1ccc(OCC(O)CN(CCO)CCO)cc1 (stereo not drawn),-10,0.1,-3,-25,-25,0,1,10,0.1
Cc1ccc(C)c(Cn2nnc3c(=O)[nH]c(C(=O)NCC4CCCO4)nc32)c1 (stereo not drawn),-6,-1.7,1,23,3,0,8,-2,-0.3
Cc1ccc(NC(=O)CC(c2ccc(F)cc2)N2Cc3ccccc3C2=O)cc1C (stereo not drawn),5,-0.8,0,-3,x,-1,12,3,-0.4
Cc1cc(C)n(C(=O)CNC(=O)CCc2ccccc2)n1,9,-2.2,-6,-10,0,4,3,0,-0.5
CCOC(=O)C(=O)Nc1ccccc1C(=O)OCC,9,0.1,2,6,-12,0,-3,16,-0.3
CCOC(=O)N1CCC(N(CCN(C)C)C(=S)Nc2cc(C)ccc2C)CC1,-8,0.8,0,4,8,0,-11,7,0.4
O=C(CSc1nnnn1C1CCCCC1)NCCc1ccccc1,2,-0.7,-1,15,4,2,-25,1,-0.1
CCc1nnc(NC(=O)[C@@H](NC(=O)c2ccc(C(C)(C)C)cc2)C(C)C)s1,-24,0.9,10,14,-24,3,-25,4,-0.1
CSCCC(NC(=O)c1cccc(C)c1)C(=O)OCC(=O)NC(=O)c1cccn1C (stereo not drawn),1,-0.3,5,16,-8,1,1,5,-0.9
Cc1nc([N+](=O)[O-])cn1CCC#N,0,1.3,0,-13,-20,5,-26,-2,0.9
CNC(=S)SCCOc1ccccc1C,11,-1.3,-12,-6,-16,6,2,2,-1.9
CCC(C)(C(=O)Nc1ccccc1C)N(C(=O)CNC(C)=O)c1ccccc1C (stereo not drawn),15,0.0,-1,-2,15,-2,-4,0,0.1
O=[N+]([O-])c1ccc(-n2nncc2-c2ccc(Cl)cc2)cc1,9,0.2,2,x,11,1,18,-7,-0.6
COc1ccccc1OCCNC(=O)CCNC(=O)c1ccccc1Cl,-2,-1.2,1,24,-1,1,1,-8,-1.3
C=CCn1c(SC/C=C/c2ccccc2)nnc1-c1sc(N)nc1C,3,-0.1,-13,4,8,1,-7,-3,0.4

# Fetched one by one from above, 2 records:
SMILES,D2 potentiator,D2 ag,D1 PAM,D1 antagonist,D2 antag,D1 agonist,RXFP1 antag,TRHR enhancer,TRHR agonist
Cc1ccc(C)c(Cn2nnc3c(=O)[nH]c(C(=O)NCC4CCCO4)nc32)c1 (stereo not drawn),-6,-1.7,1,23,3,0,8,-2,-0.3
COc1ccccc1OCCNC(=O)CCNC(=O)c1ccccc1Cl,-2,-1.2,1,24,-1,1,1,-8,-1.3

# Filtered by structure, those above containing four or more nitrogen atoms
SMILES,D2 potentiator,D2 ag,D1 PAM,D1 antagonist,D2 antag,D1 agonist,RXFP1 antag,TRHR enhancer,TRHR agonist
CCC(=NCc1ccccc1)c1c(C(F)(F)F)[nH]n(-c2nc3ccccc3s2)c1=O,6,-0.4,0,12,18,1,-14,-11,0.0
CCN(CC)CC(=O)Nc1ccc(-c2ccc(NC(=O)CN(CC)CC)c(OC)c2)cc1OC,-4,0.0,-4,-20,-2,0,2,-7,0.1
CCc1cc2c(C)ccc(C)c2nc1SCC(=O)Nc1c[nH]c(=O)[nH]c1=O,4,3.0,1,-7,12,3,-9,4,0.2
Cc1ccc(C)c(Cn2nnc3c(=O)[nH]c(C(=O)NCC4CCCO4)nc32)c1 (stereo not drawn),-6,-1.7,1,23,3,0,8,-2,-0.3
CCOC(=O)N1CCC(N(CCN(C)C)C(=S)Nc2cc(C)ccc2C)CC1,-8,0.8,0,4,8,0,-11,7,0.4
O=C(CSc1nnnn1C1CCCCC1)NCCc1ccccc1,2,-0.7,-1,15,4,2,-25,1,-0.1
CCc1nnc(NC(=O)[C@@H](NC(=O)c2ccc(C(C)(C)C)cc2)C(C)C)s1,-24,0.9,10,14,-24,3,-25,4,-0.1
Cc1nc([N+](=O)[O-])cn1CCC#N,0,1.3,0,-13,-20,5,-26,-2,0.9
O=[N+]([O-])c1ccc(-n2nncc2-c2ccc(Cl)cc2)cc1,9,0.2,2,x,11,1,18,-7,-0.6
C=CCn1c(SC/C=C/c2ccccc2)nnc1-c1sc(N)nc1C,3,-0.1,-13,4,8,1,-7,-3,0.4
